BRCA1 expr up: activators of BRCA1 expression. MCF7-BRCA1-FFLuc reporter, luminescence, 48 h; response scale: scaled: vehicle 0%, 10 µM genistein 100%. AID 624202. hit rate 1.1% among 380,000. Potency, µM (top dose mostly 46.1 µM), for the others: at the highest dose activation, actives largely listed as activators; active = well fitted activation curve with a large enough effect; inconclusive = small, poorly fitted or top-dose-only effect; inactive = no such curve, though single readings can be large or run the other way; note: nearly all actives have a fitted effect of over 80% in size; some results filed as inactive show a strong effect at the top dose
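Activators of BRCA1 expression were detected as increased firefly luciferase luminescence in engineered MCF7 cells after 48 h compound incubation. Signals were scaled to genistein 10 microM as full activation.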
Active calls of the source: *; ? = inconclusive; [ ] = remark or other dose. Potency is the fitted concentration of half-maximal effect.

SMILES | BRCA1 expr up
CCCC(=O)N1CCCC1(C)C(=O)Nc1ccc(OC(F)F)cc1 (stereo unspecified) | 25.5%
O=C(Cc1ccccc1)CC(CC(=O)c1ccccc1)c1ccccc1 (stereo unspecified) | 0.0%
C[C@@H]1CCCCO[C@H](CN(C)C(=O)NC2CCCCC2)[C@@H](C)CN([C@H](C)CO)C(=O)c2cc(NC(=O)c3ccccc3)ccc2O1 | -8.7%
OC(COCc1ccccc1)COCc1ccccc1 | 1.2%
O=C(O)c1ccc(CN2C[C@@H](CO)O[C@@H](n3cnc4c(Nc5ccccc5)ncnc43)C2)cc1 | 7.2%
COc1cc2c(cc1OC)CN(CCC(C)c1ccc(Cl)cc1)CC2 (stereo unspecified) | -14.1%
CN(C)c1ccc(-c2ccnc3c2CC(C)(C(=O)Nc2ccc4c(c2)OCO4)O3)cc1 (stereo unspecified) | -12.5%
Cn1c(=O)c2c(nc(OC/C=C/c3ccccc3)n2C)n(C)c1=O | 2.3%
CCCC(=O)N1CCCC1(C)C(=O)Nc1ccc2nc(C)ccc2c1 (stereo unspecified) | 24.0%
CCOC(=O)[C@]12CCC=C1N(Cc1ccc3c(c1)OCO3)C(=O)[C@H](CC(=O)NCc1cccc3ccccc13)C2 | -47.3%
CCOc1ccccc1NC(=O)c1ccccc1N(C)S(=O)(=O)c1ccc(C)cc1 | -63.8%
CC(C)Nc1nc(NCCO)nc2ccccc12 | 13.6%
CN(C)c1cc(C(=O)N(C)c2ccccc2)ncn1 | 25.5%
COC1OC2COC(c3ccccc3)OC2C2OC12 (stereo unspecified) | 33.6%
COC(=O)C[C@H]1C[C@H]2c3cc(NC(=O)Cc4ccncc4)ccc3O[C@H]2[C@@H](CO)O1 | 21.6%
C=C1C(=O)[C@]23C[C@H]1CCC2[C@@]1(C)C(C[C@@H]3O)[C@](C)(C(=O)OC)CC[C@@H]1O (stereo partly specified) | -74.0%
Cc1noc(C)c1NC(=O)N(C)C[C@@H]1Oc2ncc(Br)cc2C(=O)N([C@@H](C)CO)C[C@@H]1C | -7.4%
COC(=O)C1=C(\O)CCCC/C=C\1C(=O)O | -1.1%
CC(=O)N(C)c1ccc(NC(=O)Cc2cccc3ccccc23)cc1 | 36.0%
CN(c1ccccc1)S(=O)(=O)c1ccc(C(=O)N2CCN(c3ccccc3)CC2)cc1 | -3.5%
CN(Cc1cccc(F)c1)C(=O)C1CC(=O)N(Cc2ccco2)C1 (stereo unspecified) | 4.0%
C=CCNC(=O)N1C2=NC(C(=O)OC)=C(C(=O)OC)[C@@H]3N(Cc4ccccc4)c4ccccc4[C@]23C[C@H]1C(=O)OC | 1.5%
CCCNC(=O)C1(C)CCN(C(=O)c2ccc3sccc3c2)C1 (stereo unspecified) | 11.6%
Cc1ccc(C(=O)NCc2ccc(F)cc2)s1 | 71.1%
COc1ccc(CN2CCCCCC2)cc1OC | -31.6%
CCOC(=O)C1=CCN(S(=O)(=O)c2ccccc2Br)C1c1ccc(C)cc1 (stereo unspecified) | -21.9%
CCCCN1CCC(=O)C(C(=O)OCC)=C1C(=O)OCC | -4.4%
O=C(NCc1ccccc1C(F)(F)F)c1cccc2c1C(=O)c1ccc(N3CCC(N4CCCCC4)CC3)cc1S2(=O)=O | -82.8%[inhibitor]
Nc1ncnc2c1[nH]c(=S)n2C1OC(CO)C(O)C1O (stereo unspecified) | 2.8%
CC(C)c1ccc(CC(=O)N2CCC2(C)C(=O)NS(=O)(=O)c2cccc(C#N)c2)cc1 (stereo unspecified) | 11.9%
CN1OC[C@@H]2CN(C(=O)C(C)(C)C)[C@H](c3cccc(Oc4ccccc4)c3)C[C@@H]21 | -2.6%
CCCCC1CC2=C(C(=O)OC(C)(C)O2)C(c2ccc(F)cc2)O1 (stereo unspecified) | 16.8%
CCOC(=O)C=Cc1ccc(C(=O)OCC)[nH]1 | 0.9%
COc1cccc(CC(O)CC2c3c(cc4c(c3OC)OCO4)CCN2C)c1 (stereo unspecified) | -16.7%
O=C1NC[C@@H](CCCCN2C[C@H](Cc3ccc(O)cc3)N(CCc3ccc(O)cc3)C(=O)C2=O)N(Cc2ccccc2)C1=O | 17.5%
O=[N+]([O-])c1cc2c(cc1Br)-c1ccccc1C2 | -60.3%
O=C1CCC(=O)c2ccc3c4c(ccc1c24)CC3 | -19.8%
CCOC(=O)Nc1cc(N)ncn1 | -2.4%
Cc1ccccc1OCCOC(=O)c1cc(S(=O)(=O)N2CCOCC2)ccc1C | 0.5%
CN(Cc1cnc2nc(N)nc(N)c2n1)c1ccc(C(=O)NC(CCC(=O)O)C(=O)O)c2ccccc12 (stereo unspecified) | ?
CN(CCO)C(=O)c1nc[nH]c1C(=O)N(C)Cc1ccccc1 | -11.5%
Cc1cccc(C)c1N1CCN(C(c2cc3ccccc3o2)c2nnnn2C(C)(C)C)CC1 (stereo unspecified) | -31.9%
Nc1ccc(/C=C/c2nccc3ccccc23)cc1 | -40.1%
Nc1ccn([C@@H]2O[C@H](C(=O)N[C@H](CO)Cc3ccccc3)[C@@H](O)[C@H]2O)c(=O)n1 | 12.9%
Cc1ccccc1CN(C)C[C@@H]1OCc2cnnn2CCCC(=O)N([C@@H](C)CO)C[C@H]1C | -8.0%
COc1ccccc1S(=O)(=O)N(C)C[C@@H]1Oc2cc(C#CCC(C)C)ccc2S(=O)(=O)N([C@H](C)CO)C[C@@H]1C | -58.5%
Cc1ccc2c(=O)n3c(nc2c1)C(Cc1ccc(O)cc1)NC(=O)c1cccnc1-3 (stereo unspecified) | 0.2%
COc1ccc(CN2C(=O)C(CC(=O)NCc3cccc4ccccc34)CC(C(=O)N(C(C)C)C(C)C)=C2C)cc1 (stereo unspecified) | -46.0%

An excerpt from further up, as a working copy:
SMILES | BRCA1 expr up
CCOC(=O)Nc1cc(N)ncn1 | -2.4%
Cc1ccccc1OCCOC(=O)c1cc(S(=O)(=O)N2CCOCC2)ccc1C | 0.5%

Of the compounds above, these contain a tert-butyl group.
SMILES | BRCA1 expr up
CN1OC[C@@H]2CN(C(=O)C(C)(C)C)[C@H](c3cccc(Oc4ccccc4)c3)C[C@@H]21 | -2.6%
Cc1cccc(C)c1N1CCN(C(c2cc3ccccc3o2)c2nnnn2C(C)(C)C)CC1 (stereo unspecified) | -31.9%

The listing continues:
SMILES | BRCA1 expr up
COc1cc(OC)cc(C2=Cc3ccccc3C(CC(C)=O)N2c2ccc(C#CC3(N)CCCCC3)cc2)c1 (stereo unspecified) | -65.2%
CSc1ccc(C(O)c2ncc(-c3ccc(F)cc3)[nH]2)cc1 (stereo unspecified) | 2.4%
COc1ccc(CC(=O)Nc2cc(F)ccc2F)cc1S(=O)(=O)N1CCOCC1 | -4.5%
Cn1c2ccccc2c2ccc3c(c21)C(=O)C=CC3=O | -78.5%
O=C(C[n+]1cccc2cccc(O)c21)c1ccc2ccccc2c1 | -14.9%
C[n+]1cccc(Br)c1 | 6.1%
c1ccc(Sc2ccccn2)cc1 | 0.0%
Cc1cc(C)c(C#N)c(OCC2CCCO2)n1 (stereo unspecified) | 20.5%
CC1(C)CC(=O)C(C(c2cc([N+](=O)[O-])ccc2Cl)C2C(=O)CC(C)(C)CC2=O)C(=O)C1 | -17.5%
COC(=O)CC1CC2(C(=O)OC)c3[nH]c4ccccc4c3CCN2C1=O (stereo unspecified) | 7.3%
Cc1cscc1-c1cc2nc(NCCCN(C)C)n(C)c(=O)c2s1 | 2.0%
COc1ccc(C2=CCCCCC2)cc1OC | 7.7%
COc1ccc(CN(C)C(=O)C(Cc2ccccc2)NC(=O)c2ccccc2)c(OC)c1OC (stereo unspecified) | -25.3%
CCCCN(CCCC)S(=O)(=O)c1ccc(N2CCCC2=O)c([N+](=O)[O-])c1 | -34.1%
Cn1c(=O)c2[nH]c(Cc3cccc(O)c3)nc2n(C)c1=O | 2.7%
CC(C)N1CCC(C)(C(=O)Nc2ccc(Cl)c(Cl)c2)C1 (stereo unspecified) | -18.5%
COc1ccc(CC(=O)NNC(=S)NC(=O)c2cc(OC)c(OC)c(OC)c2)cc1 | -29.1%
CC(=O)Nc1ccc(C(=O)NCC(c2ccco2)N(C)C)cc1 (stereo unspecified) | -12.8%
O=C(NCCc1ccccc1)C1Cc2c(-c3ccccc3Oc3ccccc3)ccnc2O1 (stereo unspecified) | -8.4%
C=C(C)[C@@H]1CC=C(CO)CC1 | 12.1%
Cc1cc(C)cc(C(O)c2ncc(-c3ccc(Cl)cc3)[nH]2)c1 (stereo unspecified) | 0.0%
CC(C)c1ccc(CC(=O)N2CCC2(C)C(=O)Nc2cccc(C#N)c2)cc1 (stereo unspecified) | -21.0%
Cc1ccc(S(=O)(=O)NC(CC(=O)OCc2ccccc2)C(=O)OCc2ccccc2)cc1 (stereo unspecified) | -9.9%
CCCCN1CC(COC)Oc2cccc(F)c2S1(=O)=O (stereo unspecified) | 5.3%

Some of these compounds in order of molecular weight, high to low.
SMILES | BRCA1 expr up
CC(=O)Nc1ccc(C(=O)NCC(c2ccco2)N(C)C)cc1 (stereo unspecified) | -12.8%
Cn1c(=O)c2[nH]c(Cc3cccc(O)c3)nc2n(C)c1=O | 2.7%
C=C(C)[C@@H]1CC=C(CO)CC1 | 12.1%

Later entries.
SMILES | BRCA1 expr up
CC(C)NC(=O)C1(C)CCCN1Cc1ccccc1C#N (stereo unspecified) | 3.1%
Cn1sc2ccccc2c1=O | 2.8%
COc1ccc(CCNC(=O)CNS(=O)(=O)c2ccc(Cl)cc2)cc1 | 0.0%
CCOC(=O)[C@]12CCCC=C1N(Cc1ccc3c(c1)OCO3)C(=O)[C@H](CC(=O)NCCCCc1ccccc1)C2 | -24.0%
CC(C)=CCn1c2ccc(NC(=O)NCc3ccc(F)cc3)cc2c(=O)n1C | -18.9%
CCOC(=O)C1(C)CCCN(C(=O)COc2ccccc2)C1 (stereo unspecified) | 10.3%
CC(C)OC(=O)c1ccc(NCc2cc(O)ccc2O)cc1Cl | -74.2%[inhibitor]
Cc1ccc(NC(=O)c2ccc(NC(=O)C3CCCC3)cc2)c(C)c1 | 28.1%
CC(N)c1csc(Nc2ncccn2)n1 (stereo unspecified) | 4.3%
O=C1CCSC2=C1SCc1sccc12 | 13.8%
CC(=O)n1cc([C@H]2C=C(C(=O)N3CCOCC3)O[C@@H](OCCCCO)C2)c2ccccc21 | -3.1%
O=C(Cc1ccccc1[N+](=O)[O-])NCC1(c2cccc3c2OCO3)OCCO1 | -6.5%

Laid out differently: results already given
| canonical_smiles | BRCA1 expr up |
| --- | --- |
| CC(C)NC(=O)C1(C)CCCN1Cc1ccccc1C#N (stereo unspecified) | 3.1% |
| Cc1ccc(NC(=O)c2ccc(NC(=O)C3CCCC3)cc2)c(C)c1 | 28.1% |

Continuation.
SMILES | BRCA1 expr up
COc1cccc(CNc2nc3cc(-c4cscc4C)sc3c(=O)n2C)c1 | -7.2%
Cc1ccc(S(=O)(=O)N2C[C@H]3C(=O)C[C@@H](c4ccc(Cl)cc4)N(S(=O)(=O)c4ccc(C)cc4)[C@H]3C[C@H]2c2ccccc2)cc1 | -3.4%
CN(C)CCn1c(=O)n(C2CCCCC2)c(=O)c2c3c(sc21)CCCCC3 | 27.0%
COC(=O)Oc1c(Br)c(=O)oc2ccccc12 | 8.4%
CCn1c(CCNC(=O)c2cccs2)nnc1SCC(=O)c1ccc(OC)cc1 | 4.4%
COc1ccc(OC)c(-c2cc(C(=O)N/N=C/c3cc(OC)c(OC)cc3OC)c3ccccc3n2)c1 | ?
COc1ccc(-c2ccc(C(=O)NCCc3ccccc3)c3occc23)c(C)c1 | 3.7%
C=CCNC(=S)N1CCC2CC1c1c(Cl)cccc12 (stereo unspecified) | 2.3%
Cc1ccc([C@@H]2CC(=O)[C@@H]3CN(S(=O)(=O)c4ccc(C)cc4)[C@H](c4ccccc4F)C[C@@H]3N2S(=O)(=O)c2ccc(C)cc2)cc1 | 0.0%
CC1=C(C(=O)N2CCCCCC2)CC(CC(=O)NC2CCCC2)C(=O)N1Cc1ccc(F)cc1 (stereo unspecified) | -11.4%
Cc1cn(C(C)C)c(=O)n(-c2ccccc2)c1=O | -6.9%
NC(Cc1ccc(C(F)(F)F)cc1)c1csc(Nc2ccc(C(=O)NCCCO)cn2)n1 (stereo unspecified) | -33.6%
COc1ccc2nc(-c3ccc(F)cc3)sc2c1 | ?
CN1CCN(C(=O)C(=O)c2cn(CC(=O)N3CCOCC3)c3ccccc23)CC1 | -3.9%
CCn1c(SCC(=O)NCCc2ccc(OC)c(OC)c2)nc2c([nH]c3ccccc32)c1=O | -53.4%
CC(C)C[C@H]1CN([C@@H](Cc2ccc(O)cc2)CN2CCC[C@@H]2CN2C(=O)C(=O)NC[C@@H]2Cc2ccccc2)C(=O)C(=O)N1CC1CCCCCC1 | -30.3%
COc1cccc(CN2CCC(C(=O)NC(c3ccc4c(c3)OCO4)c3ccccn3)CC2)c1 (stereo unspecified) | 4.7%
CCCCCC(=O)N1C[C@@H](n2cc(C3CC3)nn2)[C@H](O)C[C@@H]1c1ccc(Cl)cc1 | -13.9%
CC(=O)c1ccc(OCC(=O)N(C)C2CCS(=O)(=O)C2)cc1 (stereo unspecified) | 13.9%
NS(=O)(=O)c1ccc(CCNc2ccn3nc(-c4ccc(OCCN5CCOCC5)cc4)cc3n2)cc1 | 12.2%
CCCCN(CCCC)c1ccc(/C=C2\C=Cc3ccccc32)cc1 | 0.9%
O=C1c2ccccc2C(c2nnnn2-c2ccc3c(c2)OCCO3)N1Cc1cccnc1 (stereo unspecified) | 9.7%
Nc1nc2c(nc(N3CCOCC3)n2COCCO)c(=O)[nH]1 | 13.2%
CC1=C(C(=O)N2CCOCC2)CC(CC(=O)NCCc2ccccn2)C(=O)N1CCC1=CCCCC1 (stereo unspecified) | 9.0%
O=C(CCCC(=O)NN=Cc1ccccc1Cl)NN=Cc1ccccc1Cl | 0.1%
CC1=CC(C)C(=O)N(C)C(C)=C1 (stereo unspecified) | -1.8%
O=C(Cc1ccccc1)NS(=O)(=O)c1ccccc1 | -0.6%

Source: PubChem BioAssay

A portion of the library; count on the stated rates, not on these rows.
